BoNT A protease: inhibitors of Botulinum neurotoxin A light chain protease | multiplex microsphere protease substrate cleavage, flow cytometry | inhibition, % at 10 µM | 360,000 tested, 0.17% active | AID 588499; note: plate controls were buffer without enzyme for full effect and enzyme alone for no effect
Yp Topo-I inh: Y. pestis Topo-I inhibition via cleavage products; 360,000 tested, 0.064% active; activity, % at 10 µM; Y. pestis Topo-I cleavage product accumulation, plate reader; AID 504884; in the data active = activity above about 50%, passing the limit was not always enough; inconclusive = no clear call, values can overlap the other calls; note: inactives centre near 2
CCHFV vOTU inh: CCHFV vOTU protease inhibition | Pep-AMC fluorescence | inhibition, % at 11.5 µM | 370,000 tested, 0.55% active; in the data active = inhibition above about 30%; note: 0% = vehicle wells with enzyme and 100% = no enzyme wells
FadD28 FP inh: blocks FadD28 binding to the bisubstrate probe | 360,000 tested, 0.22% active | fluorescence polarization | inhibition, % at 12.5 µM; in the data active = inhibition above about 8.5%, passing the limit was not always enough; inconclusive = no clear call, values can overlap the other calls
BoNT-F LC inh: BoNT F light chain protease inhibition; Multiplex microsphere protease cleavage assay, flow cytometry; inhibition, % at 10 µM; 360,000 tested, 0.22% active; AID 588497; in the data active = inhibition above about 35%, passing the limit was not always enough; inconclusive = no clear call, values can overlap the other calls; note: plate controls were buffer without enzyme for full effect and enzyme alone for no effect
Anthrax LF prot: blocks Bacillus anthracis lethal factor protease; P15917; multiplex microsphere protease cleavage assay, LF; inhibition, % at 10 µM; 360,000 tested, 0.12% active; AID 588501; note: plate controls were buffer without enzyme for full effect and enzyme alone for no effect
PfHsp40 rescue: compounds rescuing yeast from Plasmodium falciparum HSP40 toxicity; S. cerevisiae expressing PfHsp40, growth rescue, ATP luminescence; growth rescue, % at 12.5 µM; 340,000 tested, 0.68% active; in the data active = growth rescue above about 28%, passing the limit was not always enough; inconclusive = no clear call, values can overlap the other calls;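 note: yeast W303a lacking pdr1 and pdr3 grown in galactose medium; growth measured after three days at 30 °C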
TcdB inh: TcdB glycohydrolase inhibition. P18177. TcdB glycohydrolase enzymatic assay, plate reader. inhibition, % at 9.99 µM. 350,000 tested, 0.24% active; in the data active = inhibition above about 10%
PrPC TRFRET: reduces human prion protein on the cell surface. 370,000 tested, 0.43% active. inhibition, % at 13.8 µM. AID 720596. cell surface PrPC, TR-FRET read-out; in the data active = inhibition above about 24%; note: 0% = median of the test wells and 100% = reference compound wells
* marks the source's active call; other numbers are inactive results; u = inconclusive; x = no result given. Cut-off read from the data, not from the text of the source, unless noted: active = inhibition above about 30%; inconclusive = no clear call, values can overlap the other calls; inactive = below that.

nr	compound	BoNT A protease	Yp Topo-I inh	CCHFV vOTU inh	FadD28 FP inh	BoNT-F LC inh
1	Nc1cc(=O)[nH]c(SCC(=O)N2CCc3ccccc3C2)n1	-0.1	8	1	-4.2	1
2	Cn1c(CS(=O)Cc2c(Cl)cccc2Cl)nnc1SCc1ccc(Cl)cc1 (stereo not given)	-0.1	-6	-2	-11	-10
3	Cc1ccc2cccc(CC(=O)NN)c2c1	0.3	-6	8	0.7	3
4	C=CCC(NC(=O)c1ccc(C#N)cc1)C(=O)NCCC (stereo not given)	0.9	1	-4	-0.9	-4
5	CCOCCOC(=O)CCSc1n[nH]c(=O)[nH]c1=O	-0.2	5	15	-1.8	1
6	CN1c2ccccc2-c2nc3ccccc3n2C1c1cccs1 (stereo not given)	-0.1	0	-343	-4.3	13
7	Cc1cccc(NC(=O)Nc2cccc(F)c2)n1	-0.1	3	4	-1.6	0
8	CCOC(=O)c1c(C)[nH]c(C)c1C(=O)COC(=O)c1cc(OC)c(OC)cc1OC	-1.8	-3	0	-0.4	-4
9	O=C(CCn1[nH]c(=O)c2ccccc2c1=O)OC1CCCCC1	-0.3	0	-12	0.8	1
10	O=C(c1ccc(Br)cc1)N(c1ccccn1)C1CCCCC1	-1.5	-6	0	-1.2	-6
11	COC/C=C/C1=CC2=CC(=O)C(C)(OC(=O)C3CCCC3)C(=O)C2=CO1 (stereo not given)	3.3	-5	19	0.9	1
12	CN(Cc1ccccc1)C(=O)COc1ccc(Br)cc1Cl	-2.1	31	0	-1.7	3
13	C=CCNC(=O)c1ccncc1	0.0	6	-4	-1.1	-6
14	COc1ccc(CCNC(=O)COC(=O)c2cccs2)cc1OC	0.0	-9	9	2.5	-3
15	COc1cc([C@H]2Oc3c(OC)cc(CCCO[C@@H]4O[C@H](CO)[C@@H](O)[C@H](O)[C@H]4O)cc3[C@@H]2CO)ccc1O	-0.1	3	2	-1.0	-5

nr	Anthrax LF prot	PfHsp40 rescue	TcdB inh	PrPC TRFRET
1	0	-0.9	x	-3
2	-4	1.0	x	11
3	8	x	-0.1	15
4	-2	-0.9	-0.3	-1
5	0	-0.5	-0.8	2
6	0	13	2.9	8
7	-3	2.1	x	0
8	0	-0.8	0.4	3
9	-1	-1.9	1.1	1
10	4	0.6	0.6	9
11	-4	1.3	1.0	2
12	-1	-0.3	1.2	8
13	-1	-0.8	1.0	2
14	-4	0.2	-0.4	1
15	-3	-0.6	7.3	7

New compounds follow.
nr	compound	BoNT A protease	Yp Topo-I inh	CCHFV vOTU inh	FadD28 FP inh	BoNT-F LC inh
16	COCCCNC(=O)c1c(N)n(Cc2ccco2)c2nc3ccccc3nc12	1.4	24	-156	-3.6	-15
17	O=C(N/N=C/c1ccc(O)cc1)Nc1cccc2nsnc12	0.0	-11	0	-5.1	-9
18	COc1ccc(Cl)cc1NC(=O)C1CC(=O)N(C2CCCCC2)C1 (stereo not given)	-2.9	5	-7	-1.3	-6
19	COC(=O)[C@@]12CCCCN1[C@H](c1ccc(SC3CCCCC3)c(OC)c1)[C@@H]1C(=O)N(C)C(=O)[C@@H]12	0.2	18	0	0.0	-4
20	O=C(CC1S/C(=N/N=C/c2cccnc2)NC1=O)Nc1ccccc1 (stereo not given)	-0.2	6	8	-2.1	-1
21	CC1CCCCC1NC(=O)COC(=O)COc1ccccc1Cl (stereo not given)	-0.8	-6	1	-0.4	-4
22	CNC(=O)c1ccc(CN(C)C(=O)c2cc(C3CC3)nc3c2cnn3C(C)C)cc1	0.4	10	16	-1.2	-1
23	CCOC(=O)Cn1c(=S)[nH]c2c(oc3ccc(Cl)cc32)c1=O	-0.1	-5	10	-1.5	-2
24	COc1ccccc1C(=O)NC(=S)N1CCCc2ccccc21	19	14	-15	-3.7	-15
25	COc1ccc(-c2csc(NC(=O)Nc3ccccc3)n2)cc1	-2.6	1	-6	-1.7	-11
26	Cc1cc(NC2CCCCC2)nc(-c2ccccc2O)n1	-0.1	-5	5	-5.0	-7
27	CCC(=O)N1c2ccc(S(=O)(=O)NCCc3ccc(OC)c(OC)c3)cc2CC1C (stereo not given)	0.5	4	-1	-0.8	6
28	CN(C)C(=O)c1cn(-c2ccc(Cl)cc2)c(=O)c2ccccc12	-3.1	0	13	0.2	-11
29	CC(=O)N1N=C(c2ccco2)CC1c1cccs1 (stereo not given)	0.3	6	-11	-3.5	-3
30	Cc1cc(NC(=O)CSc2nnnn2-c2ccc(F)cc2)no1	-1.8	19	13	0.9	-13

nr	Anthrax LF prot	PfHsp40 rescue	TcdB inh	PrPC TRFRET
16	4	x	-1.7	-10
17	-1	-0.1	3.0	-18
18	-1	0.3	-0.9	6
19	-3	1.8	1.2	-4
20	1	-0.2	-1.2	-2
21	-4	-1.6	3.0	-8
22	1	x	1.7	-6
23	-4	0.7	x	2
24	17	-0.6	-1.2	16
25	0	-0.9	3.2	2
26	1	-0.1	x	4
27	-1	-2.6	-0.1	5
28	6	-0.4	1.5	-5
29	-4	2.3	x	-3
30	0	-1.3	0.2	1

Further entries:
nr	compound	BoNT A protease	Yp Topo-I inh	CCHFV vOTU inh	FadD28 FP inh	BoNT-F LC inh
31	CC1(C(=O)Nc2ccc3[nH]ncc3c2)CCN1C(=O)CCc1ccccc1 (stereo not given)	0.0	6	-3	-4.5	1
32	Nc1nnc(Cc2ccc(Cl)cc2)s1	0.5	0	11	-3.9	u
33	CN1CCN(C(=O)c2cnn3c(C(F)(F)F)cc(-c4cccs4)nc23)CC1	0.2	1	-17	-1.9	3
34	CCOc1ccccc1C=NNc1ccc([N+](=O)[O-])cn1	-0.7	2	-15	x	-4
35	COc1ccccc1CC(=O)OCC(=O)N1CCN(c2ccc(F)cc2)CC1	-0.5	15	5	-3.2	-7
36	CCOC(=O)N1CCN(C(=O)/C(=C/c2cccs2)NC(=O)c2ccc(OC)c(OC)c2)CC1	-2.6	19	7	1.7	-8
37	O=C(Nc1ccc(Cl)cc1)Nc1cccc(C(=O)O)c1	-0.8	-14	11	-3.4	-4
38	Cc1c(N(C(=O)CNC(=O)c2ccccc2)C2(C(=O)NC3CCCC3)CCCCC2)c(=O)n(-c2ccccc2)n1C	0.5	3	-6	-3.4	-3
39	Cc1ccnc(NS(=O)(=O)c2ccc(NC(=O)c3cc(-c4ccccc4)nc4ccccc34)cc2)n1	1.0	4	-6	-0.4	-4
40	CNC(=O)C1=NCCCc2cc(OC)c(OC)cc21	u	3	-1	-1.1	-1
41	C/C(=N\NC(=O)c1cccnc1)c1ccc(-c2ccccc2)cc1	0.6	-4	2	-0.9	-1
42	COc1ccc(C(=O)Nc2nnc(Cc3ccccc3)s2)c(OC)c1	-8.5	3	-1	-5.1	u
43	COc1ccc(NC(=O)c2ccc(OCC3CCCO3)cc2)cc1Cl (stereo not given)	x	5	-4	-2.2	x
44	O=C(NCc1ccc(Cl)cc1)C1CCN(S(=O)(=O)c2cc([N+](=O)[O-])ccc2Cl)CC1	-0.4	20	-1	-3.3	-9
45	CC1(C)CN(c2ccc(N3CC(C)(C)C3=O)cc2)C1=O	1.4	9	5	-0.3	2

nr	Anthrax LF prot	PfHsp40 rescue	TcdB inh	PrPC TRFRET
31	-8	x	1.1	3
32	1	1.5	x	-4
33	-1	3.0	x	-10
34	-1	-1.3	-0.3	1
35	-3	0.2	0.8	2
36	-12	0.2	-0.5	-7
37	3	-0.9	-0.5	-2
38	0	-0.5	0.3	-8
39	2	-1.0	1.3	-8
40	0	-0.4	x	-1
41	1	x	0.1	-5
42	1	0.0	1.7	9
43	x	-0.3	1.1	0
44	1	-0.9	0.8	-3
45	0	1.1	1.1	-7

2 compounds picked at random from those above, as already listed:
nr	compound	BoNT A protease	Yp Topo-I inh	CCHFV vOTU inh	FadD28 FP inh	BoNT-F LC inh
43	COc1ccc(NC(=O)c2ccc(OCC3CCCO3)cc2)cc1Cl (stereo not given)	x	5	-4	-2.2	x
39	Cc1ccnc(NS(=O)(=O)c2ccc(NC(=O)c3cc(-c4ccccc4)nc4ccccc34)cc2)n1	1.0	4	-6	-0.4	-4

nr	Anthrax LF prot	PfHsp40 rescue	TcdB inh	PrPC TRFRET
43	x	-0.3	1.1	0
39	2	-1.0	1.3	-8

One compound at a time, from the list above. Values in the order: BoNT A protease | Yp Topo-I inh | CCHFV vOTU inh | FadD28 FP inh | BoNT-F LC inh | Anthrax LF prot | PfHsp40 rescue | TcdB inh | PrPC TRFRET
Record of COc1ccc(C(=O)Nc2nnc(Cc3ccccc3)s2)c(OC)c1 → -8.5 | 3 | -1 | -5.1 | u | 1 | 0.0 | 1.7 | 9
Record of CC1(C(=O)Nc2ccc3[nH]ncc3c2)CCN1C(=O)CCc1ccccc1 (stereo not given) → 0.0 | 6 | -3 | -4.5 | 1 | -8 | x | 1.1 | 3
Record of Nc1nnc(Cc2ccc(Cl)cc2)s1 → 0.5 | 0 | 11 | -3.9 | u | 1 | 1.5 | x | -4

Remaining list, next part.
nr	compound	BoNT A protease	Yp Topo-I inh	CCHFV vOTU inh	FadD28 FP inh	BoNT-F LC inh
46	CCOc1ccc(OCC(=O)Nc2ccc(OC)cc2[N+](=O)[O-])cc1	-0.4	5	-3	1.1	6
47	CCOC(=O)c1cc2c(ccn2C)n1CC(=O)N(Cc1ccccc1)c1ccccc1	1.5	-1	55*	-1.7	-8
48	O=C(NCC1CCCO1)c1ccc(S(=O)(=O)N2CCCCC2)cc1 (stereo not given)	-1.4	1	6	-2.3	u
49	CC(=O)C1=C(C)NC(=O)NC1c1ccccc1OCC(=O)NCCc1ccccc1 (stereo not given)	0.9	4	1	-2.7	5
50	Fc1ccc2nc(N3CCCCC3)sc2c1	-1.6	2	21	-0.7	-3
51	CN(c1cccc(NC(=O)Cc2ccccc2)c1)S(C)(=O)=O	-0.5	5	-2	-2.9	-1
52	N#C/C(=C/c1ccc(O)cc1)C(=O)NCc1ccc(Cl)cc1	-1.7	-7	14	-2.5	-10
53	N[C@@H](C(=O)N[C@@H]1C(=O)N2C(C(=O)O)=C(Cl)CS[C@H]12)c1ccccc1	0.0	-6	-11	-3.2	4
54	O=C(Nc1ccccc1Cl)c1cc(C2CCCN(C(=O)CCCc3ccccc3)C2)on1 (stereo not given)	-0.1	26	11	0.1	0
55	Cc1cc(F)ccc1N1CCC(N2CCN(C(C)C)C(CCO)C2)CC1 (stereo not given)	-0.2	-4	0	0.2	-4
56	OC(C#CCN1CCCC1)(c1ccccc1)c1cccnc1 (stereo not given)	-0.1	-6	-5	-4.1	-5
57	O=C(CSCc1ccccc1)N/N=C/c1ccccc1OCc1ccccc1	-1.9	-3	-10	0.5	-11
58	O=C(O)c1ccc(N2CCCCC2)cc1O	1.1	-2	-4	-0.4	-4
59	Cc1ccc(-n2c(O)c(C=Nc3cc(C)on3)c3ccccc3c2=O)c(C)c1	-1.0	4	-18	-9.6	-5
60	CC(=O)c1cccc(NC(=S)NC(=O)CC(C)C)c1	u	1	0	-1.7	8

nr	Anthrax LF prot	PfHsp40 rescue	TcdB inh	PrPC TRFRET
46	2	0.1	1.2	-6
47	-4	1.3	x	-4
48	-5	-0.5	x	-2
49	-2	0.4	x	-2
50	6	-1.6	x	-3
51	-10	-0.3	x	-5
52	-14	-1.6	-3.0	8
53	2	0.7	-1.1	2
54	-3	x	1.2	1
55	0	-1.0	0.2	0
56	-12	1.1	-1.4	-6
57	-8	0.5	-0.3	-3
58	-3	0.3	0.1	3
59	-2	0.9	0.0	-14
60	-8	-0.6	x	-3

Continued:
nr	compound	BoNT A protease	Yp Topo-I inh	CCHFV vOTU inh	FadD28 FP inh	BoNT-F LC inh
61	CC(=O)c1ccccc1OCC(O)CNC1CCCC1 (stereo not given)	-1.8	-7	1	-0.2	-4
62	COC(=O)C1=C(N)N(c2ccc(F)cc2)C2=C(C(=O)CCC2)C1c1ccc2c(c1)OCO2 (stereo not given)	-0.4	12	7	-3.5	-24
63	c1cnc2ccc3ncccc3c2c1	1.9	-2	-11	1.3	-4
64	Cc1ccc(S(=O)(=O)NCc2n[nH]c(=S)n2C)cc1	-2.3	-2	-14	-0.4	-32

nr	Anthrax LF prot	PfHsp40 rescue	TcdB inh	PrPC TRFRET
61	-2	-1.1	1.4	4
62	0	-1.6	x	5
63	-4	0.8	1.2	-2
64	-9	-0.3	x	-2
